High-throughput results from PubChem BioAssay.
Anthrax LF inh2 = Bacillus anthracis LF protease inhibitors, primary screen, biochemical, multiplex microsphere, MLPCN library. Lethal factor (Bacillus anthracis), P15917. inhibition, % at 10 µM. multiplex microsphere protease cleavage assay. 360,000 tested, 0.12% active; also: plate controls were buffer without enzyme for full effect and enzyme alone for no effect
Mtb FBA inh = Mtb FBA enzyme inhibitors, primary screen, biochemical, fluorescence, strain H37Rv; Fructose-bisphosphate aldolase (Mycobacterium tuberculosis (strain ATCC 25618 / H37Rv)), …; purified M. tuberculosis FBA, fluorescence read-out; inhibition, % at 1 µM; 360,000 tested, 2.3% active; AID 588726, 2011; in the data active = inhibition above about 27%;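 also: 0% = vehicle and 100% = reference inhibitor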
Target sequence (P9WQA3 whole entry, looked up): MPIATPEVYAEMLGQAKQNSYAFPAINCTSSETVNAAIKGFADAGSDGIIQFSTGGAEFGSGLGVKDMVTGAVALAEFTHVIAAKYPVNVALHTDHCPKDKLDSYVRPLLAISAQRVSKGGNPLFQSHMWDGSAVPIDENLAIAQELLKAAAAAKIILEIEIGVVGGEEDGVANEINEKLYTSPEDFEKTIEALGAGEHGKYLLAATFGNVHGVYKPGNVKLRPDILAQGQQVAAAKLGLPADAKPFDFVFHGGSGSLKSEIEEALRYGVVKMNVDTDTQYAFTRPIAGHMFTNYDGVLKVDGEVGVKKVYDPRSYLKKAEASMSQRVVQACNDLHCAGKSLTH
FadD28 FP inh = inhibitors of FadD28 bisubstrate probe binding, primary screen, biochemical, fluorescence polarization, single point | Mycobacterium tuberculosis FadD28 fatty-acid-AMP ligase | inhibition, % at 12.5 µM | 360,000 tested, 0.22% active | AID 588549, 2011; in the data active = inhibition above about 8.5%, passing the limit was not always enough
GDH-TPI counter = GDH-TPI coupling enzyme inhibitors, primary screen, artefact control for M. tuberculosis FBA inhibitor project, biochemical, absorbance, full deck; GDH-TPI coupled enzyme counterscreen, NADH absorbance; inhibition, % at 4.8 µM; 360,000 tested, 1.2% active; AID 588335, 2011; in the data active = inhibition above about 30%;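 also: 0% = DMSO wells and 100% = wells lacking the enzyme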
Mtb UGM inh = M. tuberculosis UGM enzyme inhibitors, primary screen, biochemical, fluorescence polarization, single point. UDP-galactopyranose mutase (Mycobacterium tuberculosis (strain ATCC 25618 / H37Rv)), …. purified UGM, fluorescence polarization probe displacement. inhibition, % at 10 µM. 320,000 tested, 0.06% active; in the data active = inhibition above about 10%, passing the limit was not always enough
Target sequence (P9WIQ1 whole entry, looked up): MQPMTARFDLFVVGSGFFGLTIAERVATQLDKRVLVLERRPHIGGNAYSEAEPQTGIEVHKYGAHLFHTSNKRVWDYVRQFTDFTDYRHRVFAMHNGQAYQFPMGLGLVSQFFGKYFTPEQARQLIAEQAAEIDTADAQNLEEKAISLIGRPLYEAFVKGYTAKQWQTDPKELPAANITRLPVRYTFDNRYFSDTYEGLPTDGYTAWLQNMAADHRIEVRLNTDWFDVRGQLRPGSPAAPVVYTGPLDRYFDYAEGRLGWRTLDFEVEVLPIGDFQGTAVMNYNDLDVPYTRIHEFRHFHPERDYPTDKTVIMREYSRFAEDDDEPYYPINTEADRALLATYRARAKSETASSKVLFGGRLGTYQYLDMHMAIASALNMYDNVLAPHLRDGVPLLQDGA
BoNT F protease = BoNT/F light chain protease inhibitors, primary screen, biochemical, flow cytometry, MLPCN library; Multiplex microsphere protease cleavage assay; AID 588497, 2011; inhibition, % at 10 µM; Botulinum neurotoxin type F light chain protease (Clostridium botulinum); 360,000 tested, 0.22% active; in the data active = inhibition above about 35%, passing the limit was not always enough; also: plate controls were buffer without enzyme for full effect and enzyme alone for no effect
BoNT-A LC inh2 = BoNT/A light chain protease inhibitors, primary screen, biochemical, flow cytometry, MLPCN library; 360,000 tested, 0.17% active; multiplex microsphere protease substrate cleavage; Botulinum neurotoxin type A light chain protease (Clostridium botulinum A str. ATCC 3502); inhibition, % at 10 µM; also: plate controls were buffer without enzyme for full effect and enzyme alone for no effect
BioA inh = M. tuberculosis BioA enzyme inhibitors, primary screen, biochemical, plate reader, single point, HTS; 7,8-diaminopelargonic acid synthase BioA (Mycobacterium tuberculosis); purified M. tuberculosis BioA enzyme; inhibition, % at 9.99 µM; 360,000 tested, 0.096% active; AID 602481, 2012; in the data active = inhibition above about 40%
PfHsp40 rescue = rescue of yeast from PfHsp40 toxicity, primary screen, S. cerevisiae, ATP luminescence. AID 504582, 2011. S. cerevisiae expressing PfHsp40, growth rescue. growth rescue, % at 12.5 µM. 340,000 tested, 0.68% active; in the data active = growth rescue above about 28%, passing the limit was not always enough;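 also: yeast W303a lacking pdr1 and pdr3 grown in galactose medium; growth measured after three days at 30 °C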
* = called active by the depositor; / = not tested or not shown; & = joins results of further samples. Rule as the data show it, unless noted: active = inhibition above about 30%; inconclusive = no clear call, values can overlap the other calls; inactive = below that. An unsorted share of the library; about 4.7% have a hit in one of these screens.

1. Cc1ccc(CNCCc2ccc(F)cc2)s1
2. O=C(Cn1cccc1C(=O)c1ccccc1)NCCCN1CCOCC1
3. O=C(/C=C/c1ccc2c(c1)OCO2)NCC1CCCO1 (configuration not stated)
4. CCc1ncc(CN2CCC(C(=O)Nc3ccc(-n4nc(C)cc4C)cc3)CC2)cn1
5. COc1cc(C(O)c2nc(-c3cc(F)cc(F)c3)cs2)ccc1F (configuration not stated)
6. COc1ccccc1CN1CCC(n2nccc2NC(=O)CCc2ccccc2)CC1
7. O=C(CCOc1ccccc1)N1CCN(c2ccc(O)cc2)CC1
8. Cc1ccc(N(C(=O)c2ccc3c(c2)OCO3)C2C=CS(=O)(=O)C2)cc1C (configuration not stated)
Assay by compound	1	2	3	4	5	6	7	8
Anthrax LF inh2	-3	-8	2	2	1	1	-5	-5
Mtb FBA inh	-2	-4	20	3	1	13	-1	-2
FadD28 FP inh	-1.9	-2.1	0.5	-0.8	-1.5	-2.2	-3.2	-2.9
GDH-TPI counter	12	1	12	3	3	2	-6	2
Mtb UGM inh	-0.7	-0.6	-0.8	-1.2	/	0.9	1.3	0.9
BoNT F protease	-24	-3	4	-10	-4	-1	0	6
BoNT-A LC inh2	0.9	-0.3	0.1	1.2	0.1	-1.1	-0.9	1.3
BioA inh	-1.2	-0.4	/	-2.1	0.1	-1.0	1.8	-0.3
PfHsp40 rescue	0.3	-0.2	-1.2	-0.2	/	-0.7	0.2	-0.5

9. Cn1[nH]c2c(c1=O)[C@H](c1ccc(F)cc1)O[C@H](CCc1ccccc1)C2
10. CCOC(=O)C1CCCN(C(=O)c2ccc3c(c2)OCO3)C1 (configuration not stated)
11. CCOCCCNC(=O)C(c1ccc(OC)cc1)N(Cc1cccs1)C(=O)CNC(C)=O (configuration not stated)
12. Cc1ccnc(NC(NC(=O)C(C)C)(C(F)(F)F)C(F)(F)F)c1
13. O=C(NCC(=O)N1CCN(c2ccccc2O)CC1)c1ccc2ccccc2c1
14. O=C(Oc1coc(CSc2ncccn2)cc1=O)c1ccco1
15. COc1ccccc1NC(=O)Nc1nnc(CC(=O)Nc2ccccc2C)s1
16. O=C(Nc1nnc(C2CC2)s1)c1ccc(S(=O)(=O)c2ccccc2)cc1
Assay by compound	9	10	11	12	13	14	15	16
Anthrax LF inh2	-9	-6	0	1	0	-1	4	-1
Mtb FBA inh	3	-5	7	0	1	8	2	2
FadD28 FP inh	-1.9	-0.6	-2.3	-1.9	1.0	-1.0	-5.9	-1.3
GDH-TPI counter	/	13	8	-2	5	2	-3	13
Mtb UGM inh	/	0.6	0.8	3.1	-0.2	0.3	-0.8	0.6
BoNT F protease	5	5	6	8	1	-8	-3	11
BoNT-A LC inh2	0.5	1.2	0.0	0.7	-0.6	0.0	-0.3	1.3
BioA inh	0.1	0.6	/	/	-0.9	/	/	-0.2
PfHsp40 rescue	/	-0.3	1.2	-2.4	-0.6	0.6	-0.6	0.3

Reprinted at random: 4 entries already listed, in no set order.
1. Cc1ccc(CNCCc2ccc(F)cc2)s1
8. Cc1ccc(N(C(=O)c2ccc3c(c2)OCO3)C2C=CS(=O)(=O)C2)cc1C (configuration not stated)
10. CCOC(=O)C1CCCN(C(=O)c2ccc3c(c2)OCO3)C1 (configuration not stated)
2. O=C(Cn1cccc1C(=O)c1ccccc1)NCCCN1CCOCC1
Assay by compound	1	8	10	2
Anthrax LF inh2	-3	-5	-6	-8
Mtb FBA inh	-2	-2	-5	-4
FadD28 FP inh	-1.9	-2.9	-0.6	-2.1
GDH-TPI counter	12	2	13	1
Mtb UGM inh	-0.7	0.9	0.6	-0.6
BoNT F protease	-24	6	5	-3
BoNT-A LC inh2	0.9	1.3	1.2	-0.3
BioA inh	-1.2	-0.3	0.6	-0.4
PfHsp40 rescue	0.3	-0.5	-0.3	-0.2

(continued)
17. CC1CN(C(=O)CN2C(=O)c3ccccc3C2=O)CC(C)O1 (configuration not stated)
18. COCCOC(=O)c1c(N)n(Cc2ccco2)c2nc3ccccc3nc12
19. O=C(NCc1ccccc1)C1=C[C@@H](C2CCCCC2)C[C@@H](OCc2ccc(CO)cc2)O1
20. Nc1c(-c2cccc(Cl)c2)cnn1-c1ccccc1
21. Cc1ccc(S(=O)(=O)N2CCOCC2)cc1C(=O)N1CC(C)CC(C)C1 (configuration not stated)
22. CCc1n[nH]c(=S)n1/N=C/c1cc(OC)cc([N+](=O)[O-])c1O
23. CCN1C(=O)N[C@@H](CCc2ccccc2)[C@H](C(C)=O)[C@H]1C
24. CCN(CC)C(=O)C(=O)Nc1ccc(OCc2ccccc2)cc1
Assay by compound	17	18	19	20	21	22	23	24
Anthrax LF inh2	-1	2	1	-14	-1	-3	-9	3
Mtb FBA inh	0	150*	2	0	2	-8	-1	-1
FadD28 FP inh	-0.4	0.3	-2.5	2.5	-0.5	-3.3	-3.4	-1.0
GDH-TPI counter	5	30	8	1	5	1	8	1
Mtb UGM inh	-1.8	0.8	-2.5	-3.7	-1.4	3.6	-0.4	1.1
BoNT F protease	1	2	-4	-1	-8	-4	3	-18
BoNT-A LC inh2	-0.1	1.3	0.3	-2.8	-0.5	0.2	0.2	-1.1
BioA inh	-1.3	-6.0	-1.6&-1.8	0.4	-0.4	/	-1.2	-0.6
PfHsp40 rescue	0.0	0.4	2.6	/	-0.1	-0.7	-2.5	-0.8

25. CSCCC(NS(=O)(=O)c1ccc(C)cc1)C(=O)N(C)CC(=O)Nc1ccccc1Br (configuration not stated)
26. COc1ccc(S(=O)(=O)N2CCOCC2)cc1C(=O)N1CCCCCC1
27. O=C(c1cc(-c2cccc(Cl)c2)on1)N1CCCCCC1
28. CCOC(=O)c1c(C)oc2ccc(NS(=O)(=O)c3ccc(C(=O)O)cc3)cc12
29. Nc1cccn2c(-c3ccc(Cl)cc3)cnc12
30. CS(=O)(=O)c1ccc(Nc2nc(C(N)COCc3ccccc3)cs2)cc1 (configuration not stated)
31. COc1ccccc1/C=C/C(=O)OCC(=O)Nc1c(C)nn(-c2ccccc2)c1C
32. Cc1cccc(Nc2nc(N)nc(CSc3nccc(C)n3)n2)c1
Assay by compound	25	26	27	28	29	30	31	32
Anthrax LF inh2	-6	-7	0	-8	-11	3	-6	-6
Mtb FBA inh	1	1	1	0	7	2	12	-4
FadD28 FP inh	-1.8	-0.8	1.3	-1.0	-1.8	-0.7	0.0	-2.0
GDH-TPI counter	2	-2	4	-4	6	14	6	0
Mtb UGM inh	/	-2.2	2.1	4.7	-2.4	/	-4.3	0.8
BoNT F protease	-12	10	2	3	3	-3	-2	-6
BoNT-A LC inh2	-0.9	0.5	0.5	-0.7	1.5	0.0	-1.0	-1.7
BioA inh	-0.1	-1.4	-0.3	/	/	1.1	0.7	/
PfHsp40 rescue	-0.4	1.2	-0.5	-1.0	0.5	/	0.1	1.7

33. O=C(O)CC1S/C(=N/N=C2CCCCC2)N(c2ccccc2)C1=O (configuration not stated)
34. O=C(NCCc1ccccc1)c1cc2ncc(Br)cn2n1
35. CNC(=O)c1ccc(-c2ccc(F)cc2)s1
36. CCOC(=O)C1CCCN(C(=O)C(C)(C)Oc2ccc(Cl)cc2)C1 (configuration not stated)
37. FC(F)(F)Oc1ccc(NC(=S)NCCCN2CCOCC2)cc1
38. Fc1cccc(NC(=S)N2CCCC2)c1
39. COc1cccc(CN(C)C[C@@H]2OCc3cnnn3CCCC(=O)N([C@H](C)CO)C[C@H]2C)c1
40. Cc1ccc(-c2noc(CCCN3C(=O)c4ccccc4C3=O)n2)cc1
Assay by compound	33	34	35	36	37	38	39	40
Anthrax LF inh2	-1	2	0	-4	-5	1	0	-4
Mtb FBA inh	1	2	41*	-1	-4	-3	-2	9
FadD28 FP inh	-1.9	0.6	-1.5	-2.9	-2.7	-3.2	-2.9	2.3
GDH-TPI counter	6	8	6	-3	0	-5	-9	0
Mtb UGM inh	/	0.5	-2.6	-1.0	4.1	4.0	/	1.5
BoNT F protease	0	0	16	-10	-5	0	1	-6
BoNT-A LC inh2	0.7	0.6	-0.2	-1.9	0.6	0.1	0.2	1.8
BioA inh	0.3	-2.9	-0.3	/	1.5	/	-0.2	-1.0
PfHsp40 rescue	-0.9	1.3	-0.8	0.6	-2.9	1.0	/	-1.0

41. O=C(CN1CCN(c2ncccn2)CC1)N(Cc1ccccc1)c1ccc(F)cc1
42. COc1cc(SC#N)ccc1N=Cc1c(C)[nH]n(-c2ccc(C)cc2)c1=O
43. Cc1ccc(S(=O)(=O)NC(=O)C2(C)CCN2C(=O)CC2CCCCC2)nc1 (configuration not stated)
44. C=CCNC(=O)COc1coc(CN2CCN(Cc3ccccc3)CC2)cc1=O
45. Cc1cc(-c2ccc(/C=N/n3cnnc3)o2)c([N+](=O)[O-])cc1C
46. N#C/C(=C\c1ccc(-c2cccc(Cl)c2)o1)C(=O)Nc1cccc2cccnc12
47. CN1CCN(c2nc3c(c(=O)n(C)c(=O)n3C)n2Cc2cccc3ccccc23)CC1
48. COC(=O)CN(c1ccccc1C)S(C)(=O)=O
Assay by compound	41	42	43	44	45	46	47	48
Anthrax LF inh2	-2	-1	2	-1	3	2	-3	-2
Mtb FBA inh	2	-1	0	-4	-1	-1	4	-4
FadD28 FP inh	-0.5	-1.2	-0.6	-3.2	0.3	0.1	-0.1	-1.2
GDH-TPI counter	8	0	4	-5	20	-1	1	2
Mtb UGM inh	-3.0	5.0	/	0.6	-0.4	-0.4	0.7	-1.0
BoNT F protease	9	-9	8	-3	17	18	-6	2
BoNT-A LC inh2	1.1	-0.8	-0.3	-1.6	-0.9	4.3	-0.4	1.6
BioA inh	1.1	/	2.1	-1.8	1.3	-3.8	2.2	-2.5
PfHsp40 rescue	0.9	-1.8	/	0.2	1.2	-0.7	-1.4	0.5

49. CC(=O)c1ccc(N2CCN(C(=O)c3ccc(Cl)c(S(=O)(=O)NC4CC4)c3)CC2)c(F)c1
50. COc1cc([N+](=O)[O-])ccc1NC(=S)Nn1cnnc1
51. CC(C)(C)c1ccc(CC(=O)N2CCC2(C)C(=O)NS(=O)(=O)c2cccs2)cc1 (configuration not stated)
52. COc1cccc(C(=O)N(Cc2ccccc2)Cc2cc3cc4c(cc3[nH]c2=O)OCCO4)c1
53. CC1CCC/C(=N\Nc2ccc(Cl)c(C(=O)O)c2)C1 (configuration not stated)
54. O=C(O)CCCN1C(=O)C2C3CC(C2C1=O)C1C(c2ccccc2)c2sc(=O)[nH]c2SC31 (configuration not stated)
55. CC1CCCCN1C(=O)CCNC(=O)Cn1cnc2ccccc2c1=O (configuration not stated)
56. C[C@]12CCC3C(CC[C@H]4[C@H](O)[C@H](O)CC[C@]34C)C1CC[C@@H]2O (some centres not stated)
57. COc1ccc(NC(=O)c2ccc3nc(C)c(N(C)C(=O)CCc4ccccc4)n3c2)cc1OC
58. CC(NCC(=O)NCC(=O)Nc1ccc(F)cc1)c1cccc(C(F)(F)F)c1 (configuration not stated)
Assay by compound	49	50	51	52	53	54	55	56	57	58
Anthrax LF inh2	1	-3	4	-6	2	-1	0	8	1	-1
Mtb FBA inh	5	-6	1	21	1	-6	0	-1	-3	1
FadD28 FP inh	0.2	0.5	1.0	-0.1	3.3	-1.0	-2.3	-3.0	-1.1	/
GDH-TPI counter	11	20	6	18	8	7	-5	-1	8	2
Mtb UGM inh	/	-0.9	/	-3.1	1.3	0.5	-0.2	/	/	6.3
BoNT F protease	7	9	-2	-2	-3	-3	0	-6	4	-8
BoNT-A LC inh2	1.9	1.6	-0.2	-1.9	0.1	0.0	0.1	0.4	0.0	1.7
BioA inh	10	1.1	-0.4	-1.6	0.7	/	4.2	0.8	-0.4	-1.6
PfHsp40 rescue	-0.7	-1.8	/	1.0	0.5	-0.6	-0.1	0.9	/	-0.9
